SRC1 inh: inhibits human SRC1 coactivator; Q15788; HEK293 GAL4-SRC1 luciferase reporter, luminescence; inhibition, % at 3.6 µM; hit rate 0.12% among 360,000;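 active = inhibition above the campaign mean plus 3 SD, with each screening campaign given its own cutoff, cut at about 60% in these data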;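 also: 0% = DMSO treated cells and 100% = gossypol at 36 µM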
SRC3 inh: human NCOA3 inhibition | HEK293 GAL4-SRC3 luciferase reporter, luminescence | hit rate 0.17% among 360,000 | inhibition, % at 3.6 µM | AID 588352 | Q9Y6Q9;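 active = inhibition above a per-campaign cutoff, the mean of all compounds plus 3 SD, cut at about 60% in these data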;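 also: 0% = DMSO-treated cells and 100% = gossypol-treated cells at 36 µM; higher means less SRC3-driven luciferase light from the GAL4 reporter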
Target sequence (Q9Y6Q9 whole entry, looked up, the tested form may be a part): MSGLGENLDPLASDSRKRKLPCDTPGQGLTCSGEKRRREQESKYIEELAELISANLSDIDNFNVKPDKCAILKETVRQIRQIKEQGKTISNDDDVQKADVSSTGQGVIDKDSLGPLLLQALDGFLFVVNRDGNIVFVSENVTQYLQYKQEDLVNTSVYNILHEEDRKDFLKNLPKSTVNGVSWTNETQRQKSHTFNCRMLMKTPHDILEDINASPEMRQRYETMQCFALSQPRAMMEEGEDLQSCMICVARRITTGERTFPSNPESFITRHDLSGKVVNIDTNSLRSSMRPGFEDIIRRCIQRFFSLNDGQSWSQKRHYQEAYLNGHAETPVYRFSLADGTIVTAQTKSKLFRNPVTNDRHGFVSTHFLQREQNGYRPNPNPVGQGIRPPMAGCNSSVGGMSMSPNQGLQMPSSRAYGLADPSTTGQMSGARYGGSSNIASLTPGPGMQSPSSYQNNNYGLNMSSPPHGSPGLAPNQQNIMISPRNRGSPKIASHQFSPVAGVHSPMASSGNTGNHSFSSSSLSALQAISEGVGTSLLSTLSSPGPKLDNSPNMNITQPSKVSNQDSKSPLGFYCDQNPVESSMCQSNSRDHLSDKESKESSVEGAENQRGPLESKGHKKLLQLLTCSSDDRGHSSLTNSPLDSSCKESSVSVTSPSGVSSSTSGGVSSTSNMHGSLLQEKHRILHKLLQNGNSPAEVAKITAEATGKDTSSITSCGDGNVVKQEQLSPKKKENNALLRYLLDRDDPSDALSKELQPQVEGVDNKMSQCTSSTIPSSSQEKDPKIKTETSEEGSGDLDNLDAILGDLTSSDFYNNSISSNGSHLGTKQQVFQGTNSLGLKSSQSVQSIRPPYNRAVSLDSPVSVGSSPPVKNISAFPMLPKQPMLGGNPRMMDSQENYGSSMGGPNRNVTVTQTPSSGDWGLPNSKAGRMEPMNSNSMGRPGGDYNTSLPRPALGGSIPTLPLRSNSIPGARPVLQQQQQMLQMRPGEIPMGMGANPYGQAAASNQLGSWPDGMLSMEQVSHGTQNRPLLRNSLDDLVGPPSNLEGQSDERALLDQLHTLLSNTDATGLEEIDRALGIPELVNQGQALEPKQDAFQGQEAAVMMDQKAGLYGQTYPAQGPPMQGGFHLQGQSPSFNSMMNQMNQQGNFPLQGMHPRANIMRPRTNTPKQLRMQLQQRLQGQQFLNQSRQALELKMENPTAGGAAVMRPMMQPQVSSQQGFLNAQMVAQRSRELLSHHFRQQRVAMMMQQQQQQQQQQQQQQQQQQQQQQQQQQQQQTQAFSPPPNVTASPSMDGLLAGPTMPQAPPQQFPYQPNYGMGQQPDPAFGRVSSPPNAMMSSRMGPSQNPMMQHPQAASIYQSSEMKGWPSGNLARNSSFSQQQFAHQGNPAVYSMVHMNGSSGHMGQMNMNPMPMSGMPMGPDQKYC
CF NFkB inh: inhibitors of cystic fibrosis induced NF-kB; hit rate 0.86% among 360,000; inhibition, % at 5 µM; AID 588850; KKLEB NF-kB-GFP reporter, PAF-induced, GFP fluorescence overnight;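 active = at least 50% inhibition at 5 µM, scaled per plate between neutral and stimulator controls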;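 also: PAF is a Pseudomonas aeruginosa culture filtrate used as stimulus; plate controls were PAF-stimulated DMSO wells for no effect and unstimulated DMSO wells for full effect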
LMP1 NFkB inh: inhibitors of Epstein-Barr LMP1-induced NF-kappaB reporter. LMP1-induced NF-kappaB luciferase reporter cells, luminescence. hit rate 0.69% among 350,000. AID 504558. inhibition, % at 12.5 µM; in the data active = inhibition above about 41%;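 also: 0% = neutral control wells and 100% = reference inhibitor control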
TROY NFkB inh: TROY signaling inhibition; Q293 LMP1-TROYcd NF-kB luciferase reporter, 4 h; inhibition, % at 10 µM; hit rate 0.98% among 360,000; AID 1347056;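 active = compounds whose plate-normalised and pattern-corrected inhibition of the luciferase reporter signal at the single screening dose is 50% or more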
KKLEB cytotox: CF airway cell cytotoxicity counter-screen; KKLEB CF airway cells viability, ATPlite luminescence, overnight; active compounds read low; cells stimulated with P. aeruginosa culture filtrate; activity change (cytotoxicity), % at 5 µM; hit rate 0.36% among 360,000; AID 602141;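 active = corrected activity change at or below -50% at 5 µM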
TWEAK Fn14 block: inhibitors of TWEAK-Fn14 interaction signaling; inhibition, % at 10 µM; hit rate 2% among 360,000; TWEAK-stimulated Fn14 reporter cells, luciferase luminescence, 8 h; AID 1159606; in the data active = inhibition above about 50%
LRH-1 inv ag: inverse agonists of human LRH-1 (NR5A2) | O00482 | hit rate 0.13% among 360,000 | HEK293T StAR-luciferase reporter, LRH-1 transfected, 24 h | inhibition, % at 3.6 µM | AID 602396;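 active = inhibition above the mean inhibition of all tested compounds plus 3 SD, cut at about 73% in these data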;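 also: 0% = DMSO wells and 100% = reporter-only cells lacking LRH-1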
Shn3 inh set2: Schnurri-3 reporter inhibition in Clone20 osteoblasts; Clone20 osteoblast Shn3 3'UTR firefly luciferase, 24 h; inhibition, % at 12.5 µM; hit rate 0.52% among 360,000; AID 588674;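 active = mean inhibition of at least 75% with every replicate also reaching 75%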;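 also: 0% = median of neutral control wells and 100% = pilot-screen positive control compound; some compounds past the cut are filed as inactive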
C8 TRAIL sens: sensitizes caspase-8 expressing cells to TRAIL; NB7+C8 cells + TRAIL, ATPlite viability luminescence; inhibition (viability loss, TRAIL sensitization), % at 10 µM; hit rate 1% among 360,000;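 active = compounds causing at least 50% loss of cell viability in the single-dose screen, relative to plate controls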
NR2F2 inh: blocks human COUP-TFII nuclear receptor | P24468 | HEK293T NGFI-A luciferase reporter, luminescence | inhibition, % at 8.6 µM | hit rate 0.7% among 370,000 | AID 686940;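 active = inhibition above a per-plate cutoff, mean inhibition of test wells between control levels plus 3 SD, cut at about 38% in these data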;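 also: cells cotransfected with COUP-TFII expression vector driving the NGFI-A reporter; 0% = median of COUP-TF2 test wells and 100% = reporter-only cells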
Numbers without * were called inactive; . = not tested or not shown; & = joins results of further samples.

SMILES	SRC1 inh	SRC3 inh	CF NFkB inh	LMP1 NFkB inh	TROY NFkB inh	KKLEB cytotox	TWEAK Fn14 block	LRH-1 inv ag	Shn3 inh set2	C8 TRAIL sens	NR2F2 inh
Cc1ccc(NC(=O)CSc2nnc(NC(=O)C3CC3)s2)cc1C	-45	11	-4	-3	17	-1	-1	8	-54	27	5
CC1CN(c2ccc(C(F)(F)F)cc2[N+](=O)[O-])CCN1S(C)(=O)=O (stereo not drawn)	-13	18	7	0	-14	6	-3	-4	35	10	3
COc1ccc(-c2csc(NC(=O)CN3C(=O)C4CC=CCC4C3=O)n2)cc1 (stereo not drawn)	-5	-10	-2	-20	7	12	-35	-43	3	4	-1
COC(=O)c1ccc(-n2cnc3ccccc32)nc1	-7	-5	3	-6	-47	9	-8	-80	-43	-5	-12
C=CCNC(=O)c1c(N)n(-c2ccc3c(c2)OCO3)c2nc3ccccc3nc12	-2	-2	38	5	-25	-43	-16	-3	-14	-11	-8
CCOC(=O)c1c(NC(=O)c2cc(-c3cccc(O)c3)on2)sc(C(C)=O)c1C	-25	-8	14	-2	-13	-9	-40	12	-8	41	3
O=C(Nc1ccc2c(c1)OCCO2)C1CCCN(S(=O)(=O)c2cccnc2)C1 (stereo not drawn)	-9	15	-10	1	4	10	23	-14	-12	-15	-1
CC(C)(C)CN1CCNC(=O)C1CC(=O)NCCc1ccccc1F (stereo not drawn)	-8	-6	2	-6	-14	8	-4	-10	-16	5	-3
O=C1CN(C(=O)CCN2CCOCC2)C(c2ccccc2)c2cc(Br)ccc2N1 (stereo not drawn)	-2	9	3	-1	-5	-1	6	17	15	-8	10
O=C(CSc1ccc(C(F)(F)F)cc1[N+](=O)[O-])NCCOc1ccccc1	5	23	-26	1	2	-1	11	5	-7	-5	-7
Cc1cc2c(cc(C(=O)NCc3cccnc3)n2Cc2ccc(Cl)cc2)o1	0	0	-23	0	-3	8	-1	-7	2	-14	-5
O=C(CSc1nc2scc(-c3ccccc3)c2c(=O)[nH]1)NCCc1ccccc1	0	-2	4	-5	26	12	-18	7	10	-10	-2
CCCC1(CCC)NC(=O)N(CC(=O)N2CCc3ccccc32)C1=O	-5	19	-7	-9	10	8	-8	-6	23	-12	3
O=c1[nH]cnc2c1C(c1ccccc1)c1c(nc[nH]c1=O)O2	-5	10	-11	3	-22	-2	18	19	-12	-7	3
C/C(=N\NC(=S)NC(C)C)c1ccccc1	-3	1	7	-4	-14	2	3	-15	2	-15	-1
CCOC(=O)N1CCC(N2CCN(S(=O)(=O)c3ccc(C)cc3)CC2)CC1	-4	14	-4	2	8	8	4	-5	-7	0	-2
CCn1c(COc2cccc(OC)c2)nnc1SCC(=O)Nc1cccc(OC)c1	-7	-5	2	-7	-7	9	-5	5	8	2	-8
C=CCNC(=S)NNC(=O)c1cccn(Cc2ccc(Cl)cc2Cl)c1=O	22	13	-17	-3	-3	7	13	8	11	3	3
O=C1NC(=O)C(=C2CCCCCC2)S1	-2	8	10	7	-8	-8	1	-15	16	-4	9
CN(C)c1ncnc2c1ncn2[C@H]1CN(Cc2ccc(F)cc2)C[C@@H](CO)O1	-6	2	3	.	-1	0	6	11	2	-18	7
COc1ccc(-c2cc(C(=O)NCC(c3ccccc3)N(C)C)c3ccccc3n2)cc1OC (stereo not drawn)	-8	4	17	-5	-40	-11	-22	-14	18	2	4
COc1ccc(NC(=O)/C(C#N)=C\c2ccc(OCc3ccc(C(=O)O)cc3)c(OC)c2)cc1	-21	1	-8	-3	7	-8	-11	-10	-6	1	12
Cc1ccccc1C(=O)N1CCN(c2ccc(NC(=O)c3cccc(OC(C)C)c3)cc2)CC1	6	4	53*	40	-4	-11	15	-5	54	29	-5
Cc1ccc(/C=C2\Oc3cc(OCC(=O)NN)ccc3C2=O)o1	-34	-10	-4	1	-12	-8	7	10	-10	11	-1
NC1=NC[C@H](c2ccccc2)N1CCc1cc(C(F)(F)F)cc(C(F)(F)F)c1	11	6	-4	-9	-14	0	12	-4	21	44	-8

(next part)
SMILES	SRC1 inh	SRC3 inh	CF NFkB inh	LMP1 NFkB inh	TROY NFkB inh	KKLEB cytotox	TWEAK Fn14 block	LRH-1 inv ag	Shn3 inh set2	C8 TRAIL sens	NR2F2 inh
CC(C)CC(=O)Nc1cc2nn(-c3ccccc3)nc2cc1Cl	-14	-26	-5	-16	-25	2	17	-8	-17	3	10
Cc1ccc(C(=O)Nc2ccccc2)cc1S(=O)(=O)Nc1ccc(Cl)cn1	-8	12	-2	-1	-5	0	3	-25	7	0	-9
COc1ccc2oc(=O)c(C(=O)N3CCN(c4ccc(F)cc4)CC3)cc2c1	-19	-20	15	0	-9	3	1	-17	-16	2	7
O=C(CN1C(=O)c2cccc3cccc1c23)Nc1ccccc1	7	21	8	-7	-13	-3	9	6	5	1	-14
NC(=O)CC1C(=O)N(c2ccc(Cl)cc2)C(=S)N1NC(=O)c1cccc(F)c1 (stereo not drawn)	-11	-2	2	0	-12	-2	14	-10	-2	9	2
O=C(Oc1ccc(Br)cc1C(=S)N1CCOCC1)c1ccc(F)cc1	-39	11	5	-5	14	-8	3	-1	2	-8	.
COc1ccccc1NC(=O)NC1(C(=O)N2CCN(C)CC2)CCCCC1	-11	4	12	2	-17	-8	19	-7	9	-5	8
COc1cc(NC(=S)NCCc2ccccc2)c(OC)cc1NC(=O)C(C)C	-10	7	-11	-2	-23	13	-5	12	23	0	4
COc1ccc2c(c1)c(CC(=O)OCC(=O)N(C)C)c(C)n2C(=O)c1ccc(Cl)cc1	17	8	14	-4	17	6	31	-8	13	12	-7
Cc1cccc(OCCCC(=O)Nc2ccc(S(N)(=O)=O)cc2)c1	7	-2	6	12	6	13	-11	0	11	3	-6
Cc1cc(OCCN2CCCC2)ccc1[N+](=O)[O-]	0	13	8	6	-4	-2	13	-20	-3	-5	-7
OCC1(Cc2cccc(F)c2)CCN(Cc2ccc3cccc(F)c3n2)CC1	-4	0	24	3	5	-6	-7	18	25	-4	-6
O=C(CSc1ccc(-c2ccco2)nn1)NCCc1ccccc1	-7	-9	0	0	9	10	11	14	-5	-1	2
O=C(COc1ccccc1[N+](=O)[O-])OCCCOC(=O)COc1ccccc1[N+](=O)[O-]	-18	20	5	1	4	-10	23	2	16	8	2
O=C(COC(=O)c1ccccn1)NCCc1ccc(Cl)cc1	-11	-7	-3	-5	3	2	-10	18	-10	-14	-10
Cc1c(C(=O)N2CCCCC2)c(S(=O)(=O)N2CCc3ccccc32)c(C)n1C	-3	1	16	-13	-9	-2	19	12	-20	-10	16
Cn1cnc2cc(OC(=O)c3ccccc3)ccc21	5	14	1	-5	-67	0	-15	-13	-30	23	-6
CC(C)Oc1cccc(C(=O)N/N=C/c2ccoc2)c1	-25	-36	-18	-6	-5	6	-21	3	-15	11	-6
COc1ccc2c(c1)C(C)=CC(C)(C)N2C(=O)C(C)N1C(=O)c2ccccc2C1=O (stereo not drawn)	-3	3	5	8	11	-5	4	-24	8	0	7
CCOCCCN1CC(=O)N2[C@@H](Cc3c([nH]c4ccccc34)C2(C)C)C1=O	4	-13	9	-8	12	5	-7	16	2	-5	10
CN1CCCN(S(=O)(=O)c2cccc(Cl)c2Cl)CC1	-1	13	7	2	2	-1	-2	2	-2	-1	4
CC(C)CC1(C(=O)O)NC(c2ccccc2O)C2C(=O)N(C(C)C)C(=O)C21 (stereo not drawn)	-1	-5	3	-14	-1	6	1	2	6	-9	5
COc1ccc(N=C(C)C2C(=O)c3ccccc3C2=O)cc1	-86	-74	-6	.	16	-28	64*	-133	-41	74*	.
Cc1nc2nc(Cc3ccccc3)nn2c(C)c1Cl	1	-2	-10	7	8	5	-17	4	-3	-3	1
CS(=O)(=O)NN1C(=O)c2ccccc2NC1c1ccccc1F (stereo not drawn)	13	4	-5	-2	2	-10	-7	4	1	-9	7

(more compounds)
SMILES	SRC1 inh	SRC3 inh	CF NFkB inh	LMP1 NFkB inh	TROY NFkB inh	KKLEB cytotox	TWEAK Fn14 block	LRH-1 inv ag	Shn3 inh set2	C8 TRAIL sens	NR2F2 inh
CN(Cc1ccco1)c1ncnc2ccc(-c3ccc4c(c3)OCO4)cc12	2	-7	34	4	-28	-17	3	14	29	9	1&11
Cc1cccc(C2c3[nH]c4ccccc4c3CCN2C(=O)c2cc(CC(C)C)nc(C)n2)n1 (stereo not drawn)	-15	4	-4	-10	7	12	22	5	8	-4	3
COc1ccc(N2CCc3c(C)nc4c(OC)cc(OC)cc4c32)c(OC)c1	10	31	-6	-2	7	2	-45	18	30	21	-9
CCN1C(=O)C2C(C1=O)N1C(c3cccs3)C3C(=O)N(CC)C(=O)C3N1C2c1cccs1 (stereo not drawn)	2	-2	-14	3	1	7	5	5	0	-15	18
O=C(CC1CC2CCC1C2)N1CCN(S(=O)(=O)c2ccc(F)cc2)CC1 (stereo not drawn)	4	-23	16	-12	14	10	-8	8	-1	5	-16
CCN(CC(=O)Nc1ccccc1OC)C(=O)CCc1ccccc1	9	7	-7	3	-17	3	1	12	-3	8	-4
Cc1ccc(-c2nn(CC(=O)NC(C)c3ccccc3)c(=O)c3ccccc23)cc1 (stereo not drawn)	-8	6	-32	-10	-9	1	-6	2	26	-2	-10
Cc1csc(SC(C)C(=O)NC2CCCCC2C)n1 (stereo not drawn)	-13	1	10	5	-10	7	1	-14	-1	-10	11
O=C(N/N=C/c1ccc([N+](=O)[O-])cc1)c1ccc(NS(=O)(=O)c2cccs2)cc1	-7	-61	7	2	11	-6	-7	-38	-8	2	-1
CCOC(=O)c1ccc(Oc2nc(OC)nc(N(C)C)n2)cc1	2	2	2	40	8	-11	-3	-18	-3	0	-9
Cc1cc(NC(=O)CCC(=O)N(Cc2ccccc2)C2(C(=O)NC3CCCCC3)CCCC2)no1	-10	14	24	4	3	-10	-1	-5	-19	-7	1
CCc1ccc(C(C(=O)NCc2ccc(OC)cc2)N(CCOC)C(=O)Cc2cccs2)cc1 (stereo not drawn)	8	6	-13	-11	12	11	11	18	72	-12	17
COc1ccc(-c2nc(CN3CCN(c4ncnc5ccccc45)CC3)c(C)o2)c(OC)c1	12	4	-16	17	29	-2	59*	17	81	28	52*
O=C(O)c1ccc(-c2nn3c(=O)cc(N4CCNCC4)nc3s2)cc1	-15	0	-28	.	-8	2	-6	12	4	-13	-12
CCOC(=O)N1CCC(N2C(=O)c3ccccc3C2Nc2cccnc2)CC1 (stereo not drawn)	-22	4	-33	1	-1	0	4	-32	7	8	20
C(=N\N(c1ccccc1)c1ccccc1)/c1ccc2c(c1)OCO2	-4	-14	-14	-7	3	5	1	24	15	11	23
CN(C)CCNC(=O)c1cccc(-c2cc(NC=O)c3ncc(-c4cccc(C(F)(F)F)c4)n3c2)c1	-4	-7	1	.	-3	-10	-192	-16	27	79*	-16

Assay outcomes deposited in PubChem by several laboratories.

Not all compounds are listed. The share of hits here may be higher or lower than overall.
